# High-throughput results (PubChem BioAssay)
# PfHsp40 yeast: rescue of PfHsp40-mediated yeast toxicity; AID 504582; 340,000 compounds, 0.68% hits; S. cerevisiae expressing PfHsp40, growth rescue, ATP luminescence; growth rescue, % at 12.5 µM; in the data active means growth rescue above about 28%, passing the limit was not always enough; inconclusive means no clear call, values can overlap the other calls;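 further: yeast W303a lacking pdr1 and pdr3 grown in galactose medium; growth measured after three days at 30 °C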
# FadD28 binding: blocks FadD28 binding to the bisubstrate probe; inhibition, % at 12.5 µM; fluorescence polarization; 360,000 compounds, 0.22% hits; in the data active means inhibition above about 8.5%, passing the limit was not always enough; inconclusive means no clear call, values can overlap the other calls
# BoNT-F LC inh: BoNT F light chain protease inhibition; Multiplex microsphere protease cleavage assay, flow cytometry; inhibition, % at 10 µM; 360,000 compounds, 0.22% hits; AID 588497; in the data active means inhibition above about 35%, passing the limit was not always enough; inconclusive means no clear call, values can overlap the other calls; further: plate controls were buffer without enzyme for full effect and enzyme alone for no effect
# BioA inh: blocks M. tuberculosis BioA enzyme activity; inhibition, % at 9.99 µM; 360,000 compounds, 0.096% hits; AID 602481; purified M. tuberculosis BioA enzyme, plate reader; in the data active means inhibition above about 40%; inconclusive means no clear call, values can overlap the other calls
# GDH-TPI counter: inhibits GDH-TPI coupling enzymes, artifact for Mtb FBA screen | GDH-TPI coupled enzyme counterscreen, NADH absorbance | inhibition, % at 4.8 µM | 360,000 compounds, 1.2% hits | AID 588335; in the data active means inhibition above about 30%;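 further: 0% = DMSO wells and 100% = wells lacking the enzyme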
# BoNT-A LC inh2: inhibitors of Botulinum neurotoxin A light chain protease. 360,000 compounds, 0.17% hits. multiplex microsphere protease substrate cleavage, flow cytometry. AID 588499. inhibition, % at 10 µM; further: plate controls were buffer without enzyme for full effect and enzyme alone for no effect
# Mtb FBA inh: inhibitors of M. tuberculosis fructose-bisphosphate aldolase. purified M. tuberculosis FBA, fluorescence read-out. 360,000 compounds, 2.3% hits. inhibition, % at 1 µM; in the data active means inhibition above about 27%;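 further: 0% = vehicle and 100% = reference inhibitor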
# Anthrax LF inh2: blocks Bacillus anthracis lethal factor protease. P15917. 360,000 compounds, 0.12% hits. inhibition, % at 10 µM. multiplex microsphere protease cleavage assay, LF; further: plate controls were buffer without enzyme for full effect and enzyme alone for no effect
# Target sequence (P15917 whole entry, looked up): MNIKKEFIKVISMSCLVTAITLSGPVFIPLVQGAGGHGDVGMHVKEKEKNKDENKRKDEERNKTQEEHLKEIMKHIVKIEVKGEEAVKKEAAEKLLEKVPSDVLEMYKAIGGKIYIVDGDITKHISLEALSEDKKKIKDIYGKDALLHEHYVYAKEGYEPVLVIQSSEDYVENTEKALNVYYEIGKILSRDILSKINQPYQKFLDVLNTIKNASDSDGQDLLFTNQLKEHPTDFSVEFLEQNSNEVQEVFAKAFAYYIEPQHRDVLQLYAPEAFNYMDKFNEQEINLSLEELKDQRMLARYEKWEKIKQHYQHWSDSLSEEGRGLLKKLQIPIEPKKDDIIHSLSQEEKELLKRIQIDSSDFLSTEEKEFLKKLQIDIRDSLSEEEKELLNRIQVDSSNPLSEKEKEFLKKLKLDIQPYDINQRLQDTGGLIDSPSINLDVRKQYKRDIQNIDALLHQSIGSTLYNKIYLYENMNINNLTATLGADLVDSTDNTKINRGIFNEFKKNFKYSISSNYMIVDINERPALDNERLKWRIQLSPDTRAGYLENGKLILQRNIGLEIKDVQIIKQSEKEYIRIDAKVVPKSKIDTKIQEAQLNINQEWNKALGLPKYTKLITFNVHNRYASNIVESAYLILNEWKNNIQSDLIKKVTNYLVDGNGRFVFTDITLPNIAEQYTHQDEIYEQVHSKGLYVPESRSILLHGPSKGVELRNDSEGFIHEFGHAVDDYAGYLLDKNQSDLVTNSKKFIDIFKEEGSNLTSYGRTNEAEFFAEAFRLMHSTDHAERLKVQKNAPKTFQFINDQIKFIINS
# UGM FP inh: inhibitors of M. tuberculosis UDP-galactopyranose mutase; P9WIQ1; purified UGM, fluorescence polarization probe displacement; inhibition, % at 10 µM; 320,000 compounds, 0.06% hits; in the data active means inhibition above about 10%, passing the limit was not always enough; inconclusive means no clear call, values can overlap the other calls
# * marks the source's active call; other numbers are inactive results; ? = inconclusive; . = no result given; + = active, no number. Unless noted, no stated cut-off is given here; in the data, active means inhibition above about 30%; inconclusive means no clear call, values can overlap the other calls; inactive means below that.
smiles	BoNT-A LC inh2	BioA inh	Anthrax LF inh2	BoNT-F LC inh	FadD28 binding	Mtb FBA inh	UGM FP inh	PfHsp40 yeast	GDH-TPI counter
O=C(CC1NC(=O)NC1=O)Nc1cccc2ccccc12 (stereo unspecified)	-2.1	0.6	-1	-28	-3.4	-1	0.8	-1.4	-9
COc1ccc(CCNC(=O)CSc2nnc(-c3ccccc3)o2)cc1OC	-0.7	-1.6	-10	-12	-0.8	2	1.7	-0.4	0
C/C(=N\NC(=O)c1nnn(-c2nonc2N)c1CN(C)c1ccccc1)c1cccs1	0.6	.	4	12	-1.7	-2	0.4	-0.6	15
COc1ccc(CNC(=O)Cn2cc([N+](=O)[O-])nc2C)cc1	0.5	2.9	2	4	-0.6	-1	2.0	0.3	14
Cc1onc(-c2ccccc2)c1-c1nnc(-c2ccccc2C(F)(F)F)o1	-0.3	0.1	5	-11	-2.8	1	4.2	-0.2	-7
CCCn1c(SCC(=O)c2ccc(OC)c(OC)c2)nc2c1c(=O)n(C)c(=O)n2C	-0.8	.	2	-17	-1.3	-2	1.5	-0.9	-8
CC(=O)Nc1sc(C)c(C)c1C(=O)OCC(=O)Nc1ccccc1	-0.5	-1.4	2	-15	-4.2	1	-1.1	-0.7	6
CC(C)CCCCCCCCCCCCC(=O)NCC(=O)NC1C(C)OC(Nc2ncnc3nc[nH]c23)C(O)C1O (stereo unspecified)	-0.3	.	0	-6	-3.0	3	.	-1.2	3
Fc1cccc(F)c1-c1nc(-c2ccncc2)no1	-2.2	-0.9	2	-27	-2.8	0	0.0	-1.4	-5
Cc1ccc(S(=O)(=O)CC(=O)Nc2nnc(C(C)C)s2)cc1	-3.4	-3.0	-17	0	-0.6	-1	0.3	-0.2	1
O=C(NCc1ccccc1)c1c(O)c2cccc3c2n(c1=O)CCC3	0.5	-1.6	1	1	-3.7	3	-0.2	0.5	3
Cc1nc(NC(=O)c2ccc3c(c2)OCCO3)ccc1Br	2.6	0.5	6	3	-3.4	2	1.9	0.3	0
CCc1nc2ccc(C(=O)Nc3cccc(OCC(=O)N(C)C)c3)cn2c1N(CC)CCOC	-0.3	-0.2	-6	4	0.2	0	.	.	12
COC(=O)c1sccc1NC(=O)CN1CCN(c2ccc(F)cc2)CC1	0.0	.	-2	-4	-2.6	1	3.9	2.2	3
CCOC(=O)c1sc(N)c(C(=O)OC)c1C	0.8	.	4	1	1.1	1	-1.0	1.2	6
Cn1c(=O)c2c(ncn2CCOc2cccc(Br)c2)n(C)c1=O	1.7	-0.2	-15	-12	-0.8	2	-0.6	0.0	-2
CCN(C(=O)COC(=O)c1cc2c(s1)CCCC2)c1c(N)n(Cc2ccccc2)c(=O)[nH]c1=O	.	-0.9	.	.	-1.5	-1	2.7	-0.8	-2
CC(=O)OC1CC(C)(C)N(OC(=O)c2ccc(N)cc2)C(C)(C)C1	-0.6	-2.3	-4	1	-3.1	2	1.6	0.5	-14
COc1ccc(C)cc1S(=O)(=O)N1CCCC(C(=O)NCc2ccccn2)C1 (stereo unspecified)	-1.6	1.3	0	-2	0.6	-2	0.2	-0.1	5
CCOC(=O)C1=C(N)OC2=C(C(=O)CC(C)(C)C2)C1c1cc(CSc2nnnn2C)cs1 (stereo unspecified)	-1.1	.	-5	-1	-5.1	3	1.9	1.4	2
Brc1ccc(CSc2nnc(-c3ccccn3)n2Cc2ccco2)cc1	-0.3	2.2	-6	-5	-11	0	-8.8	0.5	-1
O=C(Nc1ccc(Cl)cc1)NN1CCCCCC1	-0.3	-4.3	1	-4	-2.2	-1	.	1.2	0
Cc1ccc(C(=O)N2CCN(CCNC(=O)C(=O)NC(C)C)CC2)cc1	-1.2	.	6	-9	-2.0	-2	-1.1	0.6	-3
Cc1nc2ccccn2c1-c1nnco1	-0.4	0.3	0	0	0.1	36*	-1.6	-1.1	3
COc1ccc(CCNC(=O)CCCCCN2C(=O)c3ccccc3C2=O)cc1	-0.5	-0.7	0	-17	-1.0	3	-1.0	2.0	5

# Record cards, as listed above. Order of screens: BoNT-A LC inh2	BioA inh	Anthrax LF inh2	BoNT-F LC inh	FadD28 binding	Mtb FBA inh	UGM FP inh	PfHsp40 yeast	GDH-TPI counter
# Cc1nc2ccccn2c1-c1nnco1 across the screens: -0.4	0.3	0	0	0.1	36*	-1.6	-1.1	3
# COC(=O)c1sccc1NC(=O)CN1CCN(c2ccc(F)cc2)CC1 across the screens: 0.0	.	-2	-4	-2.6	1	3.9	2.2	3

# Remaining list, next part:
smiles	BoNT-A LC inh2	BioA inh	Anthrax LF inh2	BoNT-F LC inh	FadD28 binding	Mtb FBA inh	UGM FP inh	PfHsp40 yeast	GDH-TPI counter
CCCc1nnc(SCC(=O)Nc2ccc(OC)cc2)n1N	?	.	-9	11	1.1	3	1.3	-1.5	-1
Cc1cccc(C(=O)NNC(=O)c2ccccc2[N+](=O)[O-])c1	-4.2	-1.6	19	-4	-1.1	5	-0.3	1.5	11
CC1=Nc2ccc(Br)cc2C(c2ccccc2)N1CC(=O)NN (stereo unspecified)	-1.2	.	-4	-6	-6.0	0	-1.7	0.3	1
O=C(CCC(=O)c1ccc[nH]1)c1ccc(Cl)cc1	-0.1	-0.7	-2	-2	-3.9	2	-0.4	0.6	5
Cc1cccc(C(C)C)c1NC(=O)c1cc2ccccc2o1	-2.9	0.8	-2	11	2.3	-1	-0.1	1.6	3
Cc1nc(S/C(C(=O)O)=C2/C(=O)Nc3ccccc32)n[nH]1	-0.7	.	-2	-2	-1.7	-17	-1.9	-0.7	9
Cc1ccc(C(=O)CSc2nc(C)cc(C)c2C(N)=O)cc1	0.0	-0.8	1	-3	-0.3	0	2.1	0.7	5
COc1ccc(CCNC(=O)COC(=O)/C=C/c2ccc(OC)c(OC)c2)cc1	0.3	.	-4	2	-5.0	-4	1.8	-1.0	14
O=C(c1ccc(Cn2c(=S)[nH]c3cc4c(cc3c2=O)OCO4)cc1)N1CCN(c2ccccc2)CC1	-1.0	.	-4	-7	1.4	-1	-0.6	1.0	10
COc1cccc(/C=N/NC(=O)CC(=O)NCCc2ccc(OC)c(OC)c2)c1	-0.2	1.4	-1	4	0.4	-3	3.3	-1.1	5
S=C(NCCC1=CCCCC1)Nc1ccccc1	-0.2	-0.5	-8	-3	0.2	-2	0.7	9.5	-2
COc1cccc(CN(C)C(=O)c2cc(S(=O)(=O)N3CCCC3)ccc2C)c1OC	1.8	5.5	-1	3	-4.2	1	3.6	-1.2	-3
COc1ccccc1-c1nc(SCC(=O)Nc2ccccc2)n[nH]1	1.7	-1.8	4	10	0.4	2	-0.3	-0.5	-1
CNC(=O)c1cc2c(ccc3ccccc32)o1	-1.5	.	-3	-7	-0.7	51*	1.9	-0.5	11
COCCNC(=O)C(c1ccc(C)o1)N(Cc1ccccc1)C(=O)Cn1nnc2ccccc21 (stereo unspecified)	0.6	1.1	1	0	1.0	2	1.2	1.1	-2
COC(=O)N/N=C/c1cn(CCOc2cccc(OC)c2)c2ccccc12	-2.9	2.1	22	1	2.5	1	-0.5	.	10
OCCNc1cc(Cl)ncn1	-1.7	.	-4	0	-1.1	3	-1.9	-1.2	-1
O=C(NCCN1CCN(C(=O)c2ccc([N+](=O)[O-])cc2)CC1)C(=O)Nc1ccc(F)cc1	-0.5	-1.2	-1	0	-4.5	-2	0.0	0.8	-3
O=C(COC(=O)c1ccccc1O)NC(=O)c1ccc(OC(F)F)cc1	-0.6	-0.7	-4	-10	-1.4	3	2.6	0.6	-7
COc1cc(/C(C)=N/NC(=O)c2cccc(S(=O)(=O)N3CCCC3)c2)cc(OC)c1OC	-0.1	1.4	0	-3	0.5	1	1.9	-0.4	4
Cc1cc(C(=O)NNC(=O)/C=C/c2ccccc2Cl)c(C)o1	0.1	0.1	-1	3	-3.9	-1	-3.0	0.2	-1
CSc1ccc(S(=O)(=O)NCc2ccc(Cl)cc2Cl)cc1	0.3	0.3	-5	2	-3.9	3	-2.2	-0.4	0
CC(=O)NC1C(OCc2ccccc2)OC2COC(c3ccccc3)OC2C1OCC(=O)O (stereo unspecified)	-0.3	0.8	-3	-7	-3.8	2	-0.3	-1.4	-9
COc1cc2c(=O)n(CC3CCCO3)c(=O)n(CC(=O)Nc3ccc(F)cc3F)c2cc1OC (stereo unspecified)	-1.0	-1.1	-3	-7	-2.2	8	0.1	-0.2	7
COc1cc2ccc3c(CCN(C)C)cc(OC)c(OC)c3c2cc1OC	.	-1.2	.	.	-2.1	5	-1.3	0.2	14

# Look-ups from the results shown:
# `COc1cccc(CN(C)C(=O)c2cc(S(=O)(=O)N3CCCC3)ccc2C)c1OC` – PfHsp40 yeast = -1.2
# `Cc1ccc(C(=O)CSc2nc(C)cc(C)c2C(N)=O)cc1` – UGM FP inh = 2.1
# `O=C(COC(=O)c1ccccc1O)NC(=O)c1ccc(OC(F)F)cc1` – BoNT-F LC inh = -10
# `Cc1cc(C(=O)NNC(=O)/C=C/c2ccccc2Cl)c(C)o1` – UGM FP inh = -3.0
# `Cc1nc(S/C(C(=O)O)=C2/C(=O)Nc3ccccc32)n[nH]1` – GDH-TPI counter = 9

# (listing goes on)
smiles	BoNT-A LC inh2	BioA inh	Anthrax LF inh2	BoNT-F LC inh	FadD28 binding	Mtb FBA inh	UGM FP inh	PfHsp40 yeast	GDH-TPI counter
CCOC(=O)CCC(NC(=O)c1ccc(Nc2nc3ccccc3nc2C(=O)OCC)cc1)C(=O)OCC (stereo unspecified)	-0.1	.	-1	0	-4.2	-1	.	-1.9	-3
COc1cc(N2C(=O)CSC23C(=O)Nc2ccccc23)cc(OC)c1OC (stereo unspecified)	-0.2	3.8	1	-10	0.8	5	-0.8	-2.0	0
O=C(CSc1nc2ccccc2o1)Nc1nc2ccc(Br)cc2s1	-0.4	-1.8	-2	-8	-5.1	-3	-1.3	0.3	-3
NN(Cc1ccccc1)C(=S)Nc1ccc(Cl)c(Cl)c1	2.4	-1.2	-3	4	-9.7	-4	-0.8	12	1
COc1cc(OC)cc(-c2nnc(SCc3cccnc3)o2)c1	0.0	2.5	-2	7	-10	-5	2.2	0.7	-7
Cc1cccc(C)c1NC(=O)CNCC(=O)N(C)C	-0.4	.	3	-2	0.8	3	0.1	-0.1	4
COC1=CC2C3Cc4ccc(OC)c(O)c4C2(CCN3C)CC1=O (stereo unspecified)	2.4	0.3	-8	2	.	0	1.4	-1.5	0
CC(C)COc1ccc(-c2nn(-c3ccccc3)cc2/C=C2/SC(=S)N(CC(=O)O)C2=O)cc1	-3.8	-0.2	-10	2	-2.7	1	0.2	-1.4	4
CC(=O)c1c(C)[nH]c(C(=O)OCc2nnc(-c3ccccc3)o2)c1C	-0.3	15	-3	-20	-0.3	0	0.6	-0.8	10
COCCNc1nnc(SCC(=O)NNC(=O)c2ccc([N+](=O)[O-])cc2)s1	-0.4	-0.4	-1	0	-4.6	-1	0.0	-0.2	2
CCOC(=O)C1=CN(C)C=C(C(=O)OCC)C1c1ccsc1	1.0	-1.5	20	5	-1.7	+	1.8	-0.4	9
O=c1cc(CO)occ1OCc1c(F)cccc1Cl	1.2	-2.7	-3	-2	0.4	-1	1.7	0.2	5
C[C@@]12CCC3[C@@](CCC4[C@@]3(C)CCC[C@@]4(C)C(=O)N3CCOCC3)(CC1=O)C2 (stereo partly specified)	0.1	-1.1	-6	0	-3.7	-4	1.1	1.7	-16
CCOC(=O)C1=C(CSc2nccn2C)NC(=O)NC1c1ccc2c(c1)OCO2 (stereo unspecified)	-0.2	3.8	-1	-1	-1.6	1	2.0	1.2	2
Cc1ccc(/C=C2/SC(=S)N(CCC(=O)N3CCOCC3)C2=O)cc1	-1.6	-0.8	-2	2	-0.1	-1	2.5	-0.5	0
O=C(N=C1SC2CS(=O)(=O)CC2N1c1ccc(F)cc1)C1CC1 (stereo unspecified)	0.7	-2.3	1	4	-0.1	3	0.6	-1.0	12
CC(C)n1cc(CN2CCC(n3nccc3NC(=O)CCCc3ccccc3)CC2)cn1	-0.1	-0.8	-4	4	-1.2	0	-5.5	4.1	0
CC(C)OC(=O)CNc1n[nH]c(=S)[nH]c1=O	-1.5	.	3	-4	1.1	10	.	-1.4	3
